From PubChem BioAssay
cardiac RTF act – cardiac RTF calcium sensitization | P19429+P45379 | IANBD-labeled TnC RTF fluorescence at EC20 calcium; 0% EC20 calcium, 100% full calcium | activation, % at 7.2 µM | 0.24% of 340,000 active | AID 493008;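 active = activation above the mean over all tested compounds plus 3 SD, cut at about 30% in these data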;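 also: rise in fluorescence read as greater calcium sensitivity of cardiac thin filaments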
HTR5A inv ctr – counter-screen for OPRM1-OPRD1 inverse agonists: human HTR5A inverse agonism; 0.083% of 340,000 active; HTR5A cell line, luminescence; P47898; inhibition, % at 9.3 µM; in the data active = inhibition mostly above about 23%, no sharp cut-off; inactive = mostly below about 18%;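 also: 0% = cells with DMSO and 100% = no-cell wells with DMSO; some compounds called inactive have numbers as strong as hits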
V-ATPase pH – regulators of yeast V-ATPase proton transport. response, % at 10 µM. S. cerevisiae, pHLuorin cytosolic pH fluorescence. AID 504577. 0.37% of 350,000 active; in the data active = response mostly above about 7.3%, no sharp cut-off; inactive = mostly below about 5.4%; also: actives read high; inactives centre near 0; some compounds called inactive have numbers as strong as hits; reference of the scale not given here
OPRM1-OPRD1 ag – agonists of human mu-delta opioid receptor heterodimerization | P35372+P41143 | cells, OPRM1-OPRD1 heterodimerization, luminescence | activation, % at 9.3 µM | 0.3% of 340,000 active; in the data active = activation above about 18%;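 also: 0% = vehicle-treated cells and 100% = reference agonist; values of inactives mirror those of a sister screen read the other way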
Target sequence (P35372 whole entry, looked up): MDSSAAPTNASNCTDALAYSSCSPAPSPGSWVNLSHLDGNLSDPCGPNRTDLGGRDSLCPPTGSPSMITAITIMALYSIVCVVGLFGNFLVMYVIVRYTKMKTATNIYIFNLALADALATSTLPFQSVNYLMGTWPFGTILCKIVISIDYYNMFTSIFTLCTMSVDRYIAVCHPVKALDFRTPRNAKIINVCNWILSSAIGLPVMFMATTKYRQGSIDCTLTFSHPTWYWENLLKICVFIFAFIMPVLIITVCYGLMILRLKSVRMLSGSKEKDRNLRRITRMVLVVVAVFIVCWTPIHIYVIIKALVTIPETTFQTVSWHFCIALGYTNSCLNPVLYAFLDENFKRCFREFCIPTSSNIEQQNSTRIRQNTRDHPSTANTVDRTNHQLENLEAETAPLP
Target sequence (P41143 whole entry, looked up): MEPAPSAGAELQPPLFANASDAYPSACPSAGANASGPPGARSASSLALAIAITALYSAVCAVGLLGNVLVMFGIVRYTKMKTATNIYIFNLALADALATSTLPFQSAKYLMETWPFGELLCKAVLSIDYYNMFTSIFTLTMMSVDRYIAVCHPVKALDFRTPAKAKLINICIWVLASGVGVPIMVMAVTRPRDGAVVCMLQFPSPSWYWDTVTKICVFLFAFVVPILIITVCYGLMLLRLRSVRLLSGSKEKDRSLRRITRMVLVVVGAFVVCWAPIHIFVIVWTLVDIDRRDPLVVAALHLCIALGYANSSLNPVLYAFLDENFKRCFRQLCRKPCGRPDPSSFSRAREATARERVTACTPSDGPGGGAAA
LANA DNA inh – inhibitors of KSHV LANA C-terminal domain DNA binding; MBP-C-LANA/FAM-LBS DNA binding, fluorescence polarization; inhibition, % at 9 µM; 0.078% of 340,000 active; AID 504423;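 active = highest replicate inhibition at or above 60% at 9 µM, even if other replicates fall short; inactive = all replicates below 60% inhibition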;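 also: 0% = neutral control wells and 100% = 4 µM acridine orange control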
HTR5A ag – HTR5A agonism, opioid heterodimer counter-screen; P47898; HTR5A agonist assay, luminescence, cell-based; activation, % at 9.3 µM; 0.61% of 340,000 active; AID 504692; in the data active = activation mostly above about 9.5%, no sharp cut-off; inactive = mostly below about 7.6%;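 also: 0% = cells with vehicle only and 100% = reference agonist; strong numbers were not always called active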
OPRM1-OPRD1 inv – mu-delta opioid heterodimer inverse agonism; P35372+P41143; cell-based MOR-DOR heterodimer luminescence; inhibition, % at 9.3 µM; 0.21% of 340,000 active; AID 504357; in the data active = inhibition above about 22%, passing the limit was not always enough;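 also: 0% = cells with DMSO and 100% = wells without cells with DMSO; values of inactives mirror those of a sister screen read the other way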
Cardiac RTF inh – cardiac RTF calcium desensitization; P19429+P45379; IANBD-labeled cardiac RTF, Ca2+ fluorescence; inhibition, % at 7.15 µM; 0.12% of 340,000 active;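 active = inhibition above the mean inhibition of all tested compounds plus 3 SD, cut at about 17% in these data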;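 also: assay run at fixed EC70 calcium of 1.6 mM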
Keap1-Nrf2 PPI – disrupts human Keap1 binding to Nrf2 peptide | Q14145 | Keap1 Kelch-Nrf2 peptide fluorescence polarization, 1536-well | inhibition, % at 9.4 µM | 0.15% of 340,000 active; in the data active = inhibition above about 12%;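 also: human Keap1 Kelch domain with fluorescein labeled Nrf2 9mer peptide probe; 0% = neutral control wells and 100% = peptide positive control; higher means more block of Keap1 binding to Nrf2 peptide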
CAL-PDZ inh HTS – blocks peptide binding to the human CAL PDZ domain. AID 602252. 0.92% of 300,000 active. Q9HD26. inhibition, % at 24.9 µM. purified CAL PDZ, TMR-peptide fluorescence polarization, 1 h;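 active = mean inhibition of at least 30% with at least half of replicates also reaching 30%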;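 also: 0% = DMSO neutral control and 100% = excess unlabeled competitor peptide PRC23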
Starred values were filed as active, the others as inactive; x = not tested or not shown.

SMILES | cardiac RTF act | HTR5A inv ctr | V-ATPase pH | OPRM1-OPRD1 ag | LANA DNA inh | HTR5A ag | OPRM1-OPRD1 inv | Cardiac RTF inh | Keap1-Nrf2 PPI | CAL-PDZ inh HTS
Cc1ccc(C(=O)c2cc3c(cc2N)OCCO3)cc1 | -2 | 1 | -4 | -1.8 | 0.2 | -1 | 9 | -7 | -1 | 4
CC1(C)C2([N+](=O)[O-])CN3CC1([N+](=O)[O-])CN(C2)C3c1ccc(O)c(O)c1 (stereo not drawn) | -1 | 6 | 2 | -4.1 | 0.7 | 5 | 22 | -7 | 0 | -1
Cc1nn(-c2ccccc2)c(C)c1C(=O)OCC(=O)N1CC(=O)Nc2ccccc21 | -5 | 0 | -1 | -3.0 | 0.6 | 0 | 19 | 7 | -3 | 3
CCN=C1SC(CC(=O)Nc2sc(C)c(C)c2C(=O)OC)C(=O)N1CC (stereo not drawn) | 4 | -29 | -5 | -0.5 | 0.7 | 2 | 3 | -10 | -2 | 0
O=C(/C=N/O)Nc1ccccc1 | 6 | -6 | -2 | -1.2 | -0.2 | 1 | 7 | 6 | 0 | -4
Cc1cccc(NC(=O)CCN2C(=O)c3ccccc3C2=O)n1 | 8 | -11 | -2 | -3.7 | 0.3 | 1 | 17 | -8 | -4 | -10
CCOC(=O)C1=C(C)N=c2s/c(=C\c3ccc(OCC(=O)O)cc3)c(=O)n2C1c1ccccc1 (stereo not drawn) | 2 | 3 | -2 | -2.0 | -0.3 | -1 | 9 | -1 | -11 | -9
Cc1cc(Cl)ccc1NC(=O)CCN1C(=O)C2CCCCC2C1=O (stereo not drawn) | -2 | -13 | 1 | -2.9 | 0.6 | 5 | 11 | -12 | -3 | -2
CCCCOC(=O)c1ccc(NC(=O)c2cc(Cl)ccc2OC)cc1 | 3 | 1 | 1 | -1.4 | -0.3 | -1 | 7 | -6 | 1 | -12
COc1ccc(C(=O)N2CCCC(O)C2)cc1OC1CCN(C(C)C)CC1 (stereo not drawn) | 3 | 4 | -2 | -2.9 | 0.0 | -3 | 16 | -5 | 2 | -4
CCOC(=O)n1c(SCC(=O)N(CC)CC)nc2ccccc21 | 2 | -34 | 9 | -1.9 | 0.2 | 14 | 9 | -1 | -3 | -2
Cc1ccc(S(=O)(=O)CCNC(=O)Cc2ccc(Cl)cc2)cc1 | 4 | 6 | -2 | -1.8 | 0.2 | -8 | 9 | 2 | -1 | 0

Of the compounds above, these have four or more nitrogen atoms.
SMILES | cardiac RTF act | HTR5A inv ctr | V-ATPase pH | OPRM1-OPRD1 ag | LANA DNA inh | HTR5A ag | OPRM1-OPRD1 inv | Cardiac RTF inh | Keap1-Nrf2 PPI | CAL-PDZ inh HTS
CC1(C)C2([N+](=O)[O-])CN3CC1([N+](=O)[O-])CN(C2)C3c1ccc(O)c(O)c1 (stereo not drawn) | -1 | 6 | 2 | -4.1 | 0.7 | 5 | 22 | -7 | 0 | -1
Cc1nn(-c2ccccc2)c(C)c1C(=O)OCC(=O)N1CC(=O)Nc2ccccc21 | -5 | 0 | -1 | -3.0 | 0.6 | 0 | 19 | 7 | -3 | 3

Next records follow.
SMILES | cardiac RTF act | HTR5A inv ctr | V-ATPase pH | OPRM1-OPRD1 ag | LANA DNA inh | HTR5A ag | OPRM1-OPRD1 inv | Cardiac RTF inh | Keap1-Nrf2 PPI | CAL-PDZ inh HTS
NC(=S)NNC(=S)Nc1ccccc1 | 6 | -1 | 0 | 0.3 | -1.5 | 0 | -2 | -8 | 6 | -6
COc1ccc(C(=O)N2CCCC(C(=O)N3CCN(c4ccccc4)CC3)C2)cc1 (stereo not drawn) | 6 | -11 | 0 | -2.6 | -1.3 | -2 | 13 | -2 | 2 | -5
CCN(CC)C(=O)C1CC(=O)OC12CCCCC2 (stereo not drawn) | 4 | -4 | 2 | -1.4 | 1.0 | -2 | 8 | -24 | 4 | -2
O=C(COc1ccc(Br)cc1Cl)Nn1cnnc1 | 8 | 11 | 5 | 0.6 | -2.6 | -4 | -3 | -19 | 0 | -4
Cc1nn2c(c1-c1ccc(Cl)cc1)N=C(c1ccco1)CC2c1ccccc1 (stereo not drawn) | 6 | -28 | 3 | 1.2 | -2.0 | -2 | -7 | -4 | -6 | x
COC(=O)c1[nH]c2cc(OC)c(OC)cc2c1NC(=O)c1cccc(OC)c1 | -1 | -12 | 3 | -2.6 | 0.6 | -3 | 12 | -4 | 4 | -2
COc1ccc(C)cc1S(=O)(=O)N(C)CC(=O)N1CCCC1 | 1 | -8 | -4 | -1.8 | -1.6 | 1 | 9 | -4 | 1 | x
Cc1ccnc(NS(=O)(=O)c2ccc(NC(=O)COc3ccccc3)cc2)n1 | 1 | 7 | 2 | -1.4 | 1.3 | 2 | 7 | -3 | 2 | x
C/C=C(\C)C(=O)Nc1cccc(C2=NOC3(C2)C[C@H](C(N)=O)N(C(=O)c2cc([N+](=O)[O-])cc([N+](=O)[O-])c2)C3)c1 (stereo partly drawn) | 4 | 11 | 6 | 4.1 | -0.5 | -2 | -23 | -2 | -4 | -2
OCc1cn(-c2ccccc2)nc1-c1ccc(-c2nn(-c3ccccc3)cc2CO)cc1 | -4 | -30 | -3 | 10 | 4.3 | 2 | -46 | 1 | -2 | -4
Cc1c(-n2cc(C(=O)c3cc(Br)ccc3O)cc(C#N)c2=O)c(=O)n(-c2ccccc2)n1C | 9 | -8 | -4 | -1.6 | -1.3 | 1 | 9 | -18 | -3 | -5
COc1cc(OC)cc(N2CC(C)(C)C2=O)c1 | x | x | 1 | x | 0.5 | x | x | x | -1 | 3
COC(=O)C(C)SC1=N/C(=C/c2ccc(-n3cncn3)cc2)C(=O)N1 (stereo not drawn) | -3 | -25 | 0 | -3.2 | 1.0 | 5 | 17 | -4 | 1 | -5
Cc1ccc(-c2nnc(SCc3nc(N)nc(Nc4ccccc4C)n3)n2N)cc1 | -1 | -6 | 0 | -1.0 | -0.8 | -1 | 4 | -5 | 1 | -2
NS(=O)(=O)c1cccc(NC(=O)CSc2ccccn2)c1 | 14 | 9 | -5 | 2.3 | 2.2 | 1 | -14 | -8 | -9 | -5
Cc1nc(CNS(=O)(=O)c2ccc3ccccc3c2)cs1 | 2 | 9 | -3 | -1.2 | 0.1 | 0 | 7 | -4 | -1 | 0
CC1CCCCC12NC(=O)N(CC(=O)N1CCN(c3ncccn3)CC1)C2=O (stereo not drawn) | 0 | 19 | 9 | -2.1 | 0.9 | -5 | 11 | 0 | 5 | x
O=C(CN(CC(=O)N1CCOCC1)S(=O)(=O)c1ccc(Br)s1)N1CCOCC1 | 7 | -63 | 8 | 2.1 | 0.5 | 2 | -12 | 7 | 3 | -3
CCOc1ccc(CC(=O)Nc2ccc(NC(=O)c3ccco3)cc2)cc1OCC | 4 | 0 | 1 | -3.8 | 0.1 | 0 | 19 | -5 | -4 | -1
CCOC(=O)N1CCC(N(CCN(C)C)C(=S)Nc2cccc(Cl)c2C)CC1 | 3 | -6 | 2 | 0.3 | -1.5 | 2 | -2 | -2 | 1 | -4
Cc1cc2oc(=O)c(CC(=O)O)c(C)c2c2occ(C(C)(C)C)c12 | -5 | -3 | -1 | -4.3 | 1.0 | 1 | 19 | -2 | -6 | -2
O=C(CC1c2ccccc2Oc2ccccc21)Nc1ccccc1C(F)(F)F | 1 | 9 | 1 | 13 | 0.0 | 1 | -71 | 10 | -1 | 1
O=C(O)CCC(=O)Nc1ccc(C(=O)OC2CCCCC2)cc1 | 3 | 3 | -2 | 0.7 | -0.1 | -1 | -4 | 1 | -1 | -6
Cc1cc(NS(=O)(=O)c2ccc(NC(=O)Nc3cccc(C(F)(F)F)c3)cc2)no1 | -6 | -11 | 1 | -1.6 | -0.3 | 4 | 10 | -22 | -5 | -15
O=C(Nc1ccnn1C1CCN(C(=O)c2cccc(Cl)c2)CC1)C1CC1 | 0 | 3 | 3 | -0.4 | -0.9 | -3 | 2 | -18 | -2 | -4
COc1ccc(OCCNS(=O)(=O)c2ccc3oc4ccccc4c3c2)cc1 | -4 | 10 | -2 | 3.3 | -0.2 | 1 | -19 | -5 | 5 | 0
CC(C)C[C@H](NC(=O)c1nc[nH]c1C(=O)NCc1ccccc1)C(=O)OC(C)(C)C | -6 | -28 | -3 | 3.0 | 4.1 | 3 | -18 | -17 | 3 | -4
Cc1cc(NC(=O)CSc2nc3ccccc3s2)no1 | 6 | -28 | 1 | -2.3 | -1.1 | 11 | 13 | -6 | -4 | 0
CC(=O)N1c2ccc(S(=O)(=O)N3CCC(C(=O)NC4CCCCC4C)CC3)cc2CC1C (stereo not drawn) | 0 | 2 | -1 | -0.2 | -0.8 | -1 | 1 | -8 | 2 | x
O=C(Cc1c[nH]c2ccccc12)NCc1ccc(Cl)cc1 | -5 | 3 | 0 | -1.3 | -1.1 | -1 | 9 | 1 | -2 | -2
Cc1ccc(NC(=O)Cc2nc(-c3c[nH]c(C(=O)N4CCCC4)c3)cs2)c(C)c1 | -2 | -13 | 1 | -0.1 | -2.6 | 5 | 0 | -8 | 0 | x
CCOCCCNC(=O)C(c1ccc(C)cc1)N(Cc1ccc2c(c1)OCO2)C(=O)c1ccccn1 (stereo not drawn) | -3 | -11 | -2 | -2.4 | -1.7 | -1 | 11 | -2 | -3 | -2
COc1ccc(Cc2nc3ccc(C(=O)N(C)CCO)cc3o2)cc1 | 0 | 10 | 1 | -0.6 | 3.2 | -3 | 3 | -4 | -2 | 4
O=C1C2CC=CCC2C(=O)N1Cc1nnc(-c2ccc(Cl)cc2)o1 (stereo not drawn) | 6 | -13 | 5 | -1.5 | -4.0 | 5 | 7 | -10 | 2 | -3
Cc1cc(C)nc(SCc2nnc(SCC(=O)Nc3ncc(C)s3)n2Cc2ccco2)n1 | -10 | -8 | 5 | 1.8 | -0.5 | -5 | -11 | 5 | 4 | -3
CCOC(=O)C1=C(CC)Nc2ccccc2N=C1NC(=O)c1cc(S(=O)(=O)N(C)C)ccc1Cl | 0 | 17 | 0 | -2.9 | 0.2 | -6 | 16 | -1 | -4 | -2
COc1ccc(C(=O)NNC(=S)Nc2ccccc2)cc1 | 2 | 10 | 1 | -4.4 | -1.0 | -4 | 20 | 6 | -1 | -8
Cc1ccccc1OCC(=O)N1CCc2ccccc2C1 | 1 | 2 | 2 | -0.5 | 0.0 | -1 | 2 | -10 | 0 | x
COc1cccc(CN(C)C(=O)Cc2c[nH]c3ccccc23)c1 | -1 | 15 | -2 | -0.9 | 1.3 | -6 | 5 | -5 | -3 | -2
CCOC(=O)c1c(C)[nH]c(C(=O)COC(=O)c2ccc(N3CCCC3=O)cc2)c1C | -3 | -15 | 10 | -2.3 | -0.1 | 6 | 14 | 6 | -3 | x
O=C(CN1CCN(Cc2ccc(Cl)cc2)C1=O)NCCCN1CCN(c2ccc(F)cc2)CC1 | -3 | 0 | 17* | 2.9 | -1.7 | 0 | -15 | 0 | 3 | x
Cc1ccc(-c2nnn(CC(=O)N(C)C3CCCCC3)n2)o1 | -4 | 1 | -2 | 1.1 | -0.9 | 6 | -6 | -4 | 0 | x
CCO[C@H]1OC(C(=O)O)=C[C@@H](c2coc3ccccc3c2=O)[C@@H]1CCCO | 0 | -7 | 0 | -2.4 | -0.1 | 3 | 14 | 0 | -3 | -5
O=C(O)CCCCC1CCSS1 (stereo not drawn) | -1 | 21 | 5 | -1.8 | -1.0 | -6 | 10 | 6 | 10 | -5
CC(=O)N1c2ccc(S(=O)(=O)NCC3CCC(C(=O)NC4CCC(C)CC4)CC3)cc2CC1C (stereo not drawn) | -9 | 2 | -4 | -1.5 | 0.4 | 0 | 8 | 1 | -1 | 4
